# Integrin act MD = activates integrin-mediated alleviation for muscular dystrophy; hit rate 0.064% among 350,000; Potency, µM (highest dose often 38.3 µM), for the others: top-dose activation, actives largely listed as activators; alpha7betagal myoblasts, beta-gal FDG fluorescence, 48 h;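 also: potency is read from the fitted curve at half-maximal effect; 100% = response of the positive control SU9516; nearly all actives have a fitted effect of over 60% in size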
#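 alpha7betagal+/- myoblasts (passage 13, 250/well) treated 48 h at 37C with compounds at 1:260 dilution of DMSO stock. Lysed, then beta-galactosidase activity read as FDG fluorescence (ex 480/em 540) after 30 min, with pre-read for autofluorescence.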
# Chronic BCR inh = blocks chronic active B-cell receptor signaling; AID 493014; ABC-DLBCL IkBa-CBG/CBR reporter, luminescence ratio, 4 h; Potency, µM (top dose mostly 46.1 µM), for the others: at the highest dose ratio change, negative = lower green/red ratio, usual class: inhibitors; hit rate 0.05% among 340,000; active = well fitted inhibition curve with a large enough effect in the signal ratio, with a control signal flat, not every such curve was filed as active; inconclusive = small, poorly fitted or top-dose-only effect, or effect the other way, or a change in a side signal; the % refers to the signal ratio;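 also: potency is read from the fitted curve at half-maximal effect; plate controls were basal doxycycline-induced cells for no effect and cells given 10 µM MG132 for full effect; MG132 reads +100%, hits lower the ratio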
#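 Concentration-response series (up to 46 uM) were applied to TMD8 dual-reporter cells for 4 h at 37C with doxycycline. Green/red ratio, after filter-overlap correction, defined %Activity; red signal alone was normalised to basal cells and zero luminescence.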
# PTAP TSG101 blk = blocks PTAP/TSG101 interaction to inhibit HIV-1 budding; Fluorescence polarization, FITC-PTAP peptide / Tsg101 binding; Potency, µM (series often up to 115 µM), for inactives: at the highest dose activity change, negative = inhibition, actives largely listed as inhibitors; 340,000 tested, under 10 active; active = well fitted inhibition curve with a large enough effect in the main read-out, with a control signal flat, not every such curve was filed as active; inconclusive = small, poorly fitted or top-dose-only effect, or effect the other way, or a change in a side signal; inactive = no such curve, though single readings can be large or run the other way; also: potency is read from the fitted curve at half-maximal effect; % of control where 0% means no effect
#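 Compounds were pin-transferred onto Tsg101 binding domain (10 uM final) in HEPES pH 7.5 buffer, then FITC-PTAP peptide was added at 50 nM final. After 20 min at RT, polarization reported peptide displacement across a qHTS concentration series.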
# ASM inhibitor = blocks human secretory acid sphingomyelinase; hit rate 0.006% among 340,000; placental ASM, HMU-PC fluorogenic substrate, 60 min; P17405; Potency, µM (top dose mostly 57.5 µM), without a hit: top-dose activity change, negative = inhibition, actives largely listed as inhibitors; also: potency is read from the fitted curve at half-maximal effect
# Target sequence (P17405 47-631 limits assumed): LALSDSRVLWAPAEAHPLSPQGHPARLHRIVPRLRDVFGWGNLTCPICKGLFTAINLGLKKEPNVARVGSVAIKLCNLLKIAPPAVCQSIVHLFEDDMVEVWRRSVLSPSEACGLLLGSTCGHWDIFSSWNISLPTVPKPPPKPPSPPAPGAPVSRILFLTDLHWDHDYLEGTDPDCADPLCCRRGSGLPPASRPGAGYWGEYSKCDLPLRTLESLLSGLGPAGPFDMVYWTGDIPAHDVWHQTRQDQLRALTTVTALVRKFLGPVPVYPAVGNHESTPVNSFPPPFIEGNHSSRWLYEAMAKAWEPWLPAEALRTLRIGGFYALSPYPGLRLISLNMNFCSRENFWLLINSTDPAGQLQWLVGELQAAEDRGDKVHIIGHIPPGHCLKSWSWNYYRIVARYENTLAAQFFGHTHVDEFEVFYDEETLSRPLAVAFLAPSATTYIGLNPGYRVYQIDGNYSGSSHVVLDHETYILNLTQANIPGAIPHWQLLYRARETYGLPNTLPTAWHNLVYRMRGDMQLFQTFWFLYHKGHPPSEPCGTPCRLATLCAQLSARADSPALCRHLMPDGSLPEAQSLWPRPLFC
#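 Steps: dispense placental human ASM, pin compound, wait 10 min at room temperature, add HMU-PC0 substrate at 9 uM final, incubate 60 min at 37 °C, add stop solution raising pH to 10, read fluorescence.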
# Tb PFK inh = blocks T. brucei phosphofructokinase. O15648. T. brucei PFK, ADP-Glo luminescence. Potency, µM (doses to about 57.5 µM), inactives show at the highest dose activity, negative = inhibition, hits mostly inhibitors. hit rate 0.17% among 330,000. AID 485367;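 also: potency is read from the fitted curve at half-maximal effect; 0% = uninhibited 1x PFK enzyme wells and -100% = no-enzyme wells; nearly all actives have a fitted effect of over 60% in size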
#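 PFK 1.25 nM, F6P 0.5 mM, ATP 0.1 mM, 0.1 M TEA pH 8.0, 5 mM MgCl2, 0.01% Tween20, 0.1% BSA; 45 min RT. ADP-Glo readout. qHTS titration up to 57 uM; curves fitted, compounds curve-classed.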
# PKM2 act = increases activity of human pyruvate kinase M2 | hit rate 0.34% among 260,000 | Potency, µM (highest dose often 57.5 µM), inactives show top-dose activation, usual class: activators | AID 1631 | P14618 | purified PKM2, Kinase-Glo ATP luminescence, activation; response scale: 0% is enzyme alone, no compound; also: potency is read from the fitted curve at half-maximal effect; % is scaled to controls: 0 for no effect and ±100 for the full control effect; nearly all actives have a fitted effect of over 55% in size
#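 Purified hPK-M2 (>95%) run at intermediate activity with 0.1 mM ADP and 0.5 mM PEP in 50 mM imidazole pH 7.2, KCl, MgCl2; 1 h room temperature. ATP formed read by Kinase-Glo luminescence; normalized to uninhibited and no-enzyme controls.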
# B2AR arrestin = beta2AR (human) beta-arrestin recruitment activity | beta-arrestin recruitment to beta2AR, cell-based reporter | P07550 | Potency, µM (titrated, usually from 46.1 µM), for the others: top-dose activation, usual class: activators | hit rate 0.02% among 330,000;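 also: potency is read from the fitted curve at half-maximal effect; 0% = DMSO controls and full agonism = EC100 isoproterenol or metaproterenol; nearly all actives have a fitted effect of over 65% in size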
# Target sequence (P07550 whole entry, looked up): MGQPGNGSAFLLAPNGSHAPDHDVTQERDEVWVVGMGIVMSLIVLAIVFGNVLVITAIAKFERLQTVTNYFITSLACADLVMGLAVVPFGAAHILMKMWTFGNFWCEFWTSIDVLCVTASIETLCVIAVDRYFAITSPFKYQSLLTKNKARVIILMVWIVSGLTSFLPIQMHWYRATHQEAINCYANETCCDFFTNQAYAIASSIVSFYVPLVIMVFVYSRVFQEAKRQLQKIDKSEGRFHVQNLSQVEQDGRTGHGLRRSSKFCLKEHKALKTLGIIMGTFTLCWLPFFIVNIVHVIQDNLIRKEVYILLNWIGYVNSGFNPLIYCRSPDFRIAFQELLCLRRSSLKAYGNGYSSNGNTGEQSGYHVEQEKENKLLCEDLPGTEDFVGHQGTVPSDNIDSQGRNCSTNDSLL
# Menin MLL FP TR = inhibitors of human menin-MLL interaction, mutant MLL peptide; O00255; Menin + Texas Red MLL mutant peptide, fluorescence polarization; Potency, µM (series often up to 61.6 µM), inactives show at the top dose FP activity change, negative = inhibition, usual class: inhibitors; hit rate 0.23% among 270,000; active = well fitted inhibition curve with a large enough effect in the polarisation, with a control signal flat, not every such curve was filed as active; inconclusive = small, poorly fitted or top-dose-only effect, or effect the other way, or a change in a side signal; inactive = no such curve, though single readings can be large or run the other way; the % refers to the polarisation; also: potency is read from the fitted curve at half-maximal effect; % of control where 0% means no effect; many of its hits are not listed in these tables
# Giardia killer = kills Giardia lamblia. activity change, % at 7.66 µM, hits read low. AID 540267. Giardia lamblia trophozoite viability. hit rate 0.15% among 340,000; in the data active = activity change below about -80%; inconclusive = between about -30% and that limit;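 also: parasites exposed to compound for two days anaerobically before the ATP read; % is scaled to controls: 0 for no effect and ±100 for the full control effect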
#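 Luminescent ATP signal served as the viability read-out, measured 15-30 min after adding ATP detection reagent to trophozoites that had been incubated with compounds for 48 hrs at 37 deg C anaerobically at 100 cells/well.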
# GALK inh = blocks human galactokinase activity; P51570; Purified GALK, Kinase-Glo residual ATP luminescence; Potency, µM (doses to about 57.5 µM), without a hit: top-dose activity change, negative = inhibition, actives largely listed as inhibitors; hit rate 0.007% among 270,000; AID 1868; also: potency is read from the fitted curve at half-maximal effect; % is scaled to controls: 0 for no effect and ±100 for the full control effect
#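 Kinase-Glo Plus luminescence measured ATP left after a 1 h room-temperature reaction. The reaction used 5 nM GALK, 100 uM galactose and 35 uM ATP at pH 8.0 (20 mM HEPES, 5 mM MgCl2, 60 mM NaCl, 1 mM DTT, 0.01% BSA).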
# FBPA coupling cs = counter-screen for Giardia aldolase inhibitors: coupling enzyme system; coupling enzyme system counterscreen, AmpLite Red fluorescence; activity change, negative = inhibition, % at 58.2 µM, hits read low; hit rate 0.67% among 290,000; AID 2472; in the data active = activity change below about -30%; also: % is scaled to controls: 0 for no effect and ±100 for the full control effect
#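 Compounds tested against the coupling enzymes alone at 57.5 uM final; readout was AmpLite Red fluorescence (525/598 nm) after 20 min at RT.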
# * = called active by the depositor; i = inactive; ? = inconclusive; / = no result given; & = joins results of further samples; [ ] = remark or other dose. Unless noted, calls follow the shape of the dose curve; as a rule, active = well fitted curve in the direction sought with a large enough effect; inconclusive = small, poorly fitted or top-dose-only effect, or another doubt; inactive = no such curve, though single readings can be large; an effect the other way counts as inactive or inconclusive. An excerpt; rates above refer to the full screens.
SMILES,Integrin act MD,Chronic BCR inh,PTAP TSG101 blk,ASM inhibitor,Tb PFK inh,PKM2 act,B2AR arrestin,Menin MLL FP TR,Giardia killer,GALK inh,FBPA coupling cs
O=C(O)c1cc(S(=O)(=O)N2CCCCC2)ccc1F,18%[7.66 µM],6%,-5%,2%,-1%,3%,0.3%,/,5,-1%,-1
O=C(C1CCCN(S(=O)(=O)c2ccc(F)cc2)C1)N(Cc1cccs1)C1CC1 (stereo not drawn),3%,?,1%,1%,4%,-1%,-0.5%,0%,3,6%,3
COc1ccc(/C=N/NC(=S)Nc2cc(S(=O)(=O)N3CCOCC3)ccc2N2CCOCC2)cc1O,-21%,?,-6%,-18%,-1%,3%,-0.3%,8%,7,-2%,0
Cc1cc(C)c2c(N)c(C(=O)Nc3ccc([N+](=O)[O-])cc3)sc2n1,22%,?,-4%,-3%,4%,/,-1.1%,40%[activator],30,-1%,-1
Cn1c(-c2ccc(F)cc2)cnc1SCC(=O)NNC(=O)Cc1ccccc1,9%,-1%,-3%,-1%,0%,-6%,-0.1%,-13%,-4,5%,5
FC(F)(F)c1nc(SCc2ccc(Cl)cc2Cl)n[nH]1,13%,?,-2%,-1%,3%,6%,-1.1%,/,6,-1%,4
O=C(O)c1ccc2c(c1)C(=O)N(CCc1c[nH]c3ccccc13)C2=O,8%,-7%,-9%,36%[activator],-2%,/,-0.3%,10%,2,-4%,7
O=C(NC(=S)Nc1ccccc1N1CCN(C(=O)c2ccccc2)CC1)c1cccs1,-15%,14%,-4%,-5%,2%,-3%,-0.1%,/,3,-3%,-5
OCCNCc1ccc(OC2CCCC2)cc1,-32%,2%,-7%,3%,-2%,1%,-0.4%,-24%,-3,-1%,2
O=S(=O)(c1cccs1)N1CCN(Cc2cccc(F)c2)CC1,-33%,-6%,-4%,0%,0%,18%,-0.2%,-5%,5,-3%,-11
Nc1nc(SCC(=O)Nc2ccc([N+](=O)[O-])cc2Br)n[nH]1,-38%,1%,-1%,-1%,2%,3.2µM*,-3.7%,8%,-1,-2%,0
C=CCn1c(SCCOc2ccc(OC)cc2)nnc1C(C)NC(=O)c1ccc(OC)cc1 (stereo not drawn),17%,?,-3%,-1%,-1%,-17%,0.1%,5%,-10,0%,-6
CN(C)C(CNC(=O)c1ccc(NC(=O)c2cccs2)cc1)c1ccccc1 (stereo not drawn),18%,-9%,2%,-2%,2%,-3%,-0.3%,-3%,-3,9%,2
Cc1ccc(NC2=C(NCCO)C(=O)c3ccccc3C2=O)cc1,-21%,-2%,-2%,-1%,-2%,-5%,-0.6%,-25%,-4,4%,-48*
COc1ccc(C(C(=O)NC2CCCC2)N(C(=O)c2snc(C(N)=O)c2N)c2cccc(O)c2)cc1 (stereo not drawn),21%,-8%,-3%,132%[activator],-9%,/,0.2%,36%[activator],26,-2%,-6
Cc1cccc(N(CC(=O)NCc2ccco2)C(=O)CNS(=O)(=O)c2ccc(F)cc2)c1,16%,-3%,-5%,5%,-13%,0%,-0.5%,?,0,6%,2
Cc1ccccc1NC(=O)CCc1c(C)nn(-c2ccc(N3CCOCC3)nn2)c1C,0%,4%,2%,-5%,1%,-1%,-0.8%,-12%,27,1%,5
Cc1cccc(NC(=O)C2CC(=O)n3cnnc3S2)c1 (stereo not drawn),-7%,7%,-3%,3%,-3%,9%,0.0%,/,-16,-3%,0
Cn1c(=O)c2c(nc(NC3CCCCC3)n2CC(O)COc2ccccc2)n(C)c1=O (stereo not drawn),-1%,-1%,-4%,-9%,1%,0%,0.0%,-3%,7,0%,0
C[C@H](CO)N1C[C@H](C)[C@@H](CN(C)Cc2ccc(Oc3ccccc3)cc2)Oc2ccc(NC(=O)Cn3cnnn3)cc2C1=O,0%,1%,1%,0%,6%,/,-0.1%,/,-3,/,/
COc1ccc2c(c1)CCc1cn3ncc(C#N)c3nc1-2,39%,3%,0%,i,2%,1%,-0.7%,1%,-4,-3%,0
CSCCC(NC(=O)c1ccccc1Cl)C(=O)N1CCCCC1 (stereo not drawn),-13%,0%,-2%,3%,-5%,/,-0.1%,/,6,/,/
CCOc1cc(C(=O)Nc2cc(C)ccc2OC)ccc1OCC(=O)N1CCCCC1,7%,-1%,0%,8%,3%,-5%,-0.3%,0%,-2,5%,1
COc1ccccc1N1C(=O)c2cccc3c(C(=O)O)ccc(c23)C1=O,14%,19%,-12%,5%,-10%,2%,0.2%,3%,1,4%,2
O=S1(=O)c2ccccc2OC(COCc2ccccc2)CN1Cc1ccccc1 (stereo not drawn),10%,2%,0%,3%,3%,/,-0.6%,/,-11,/,/
CS(=O)(=O)c1ccc(NC(=O)CN2C(=O)C3CCCCC3C2=O)cc1 (stereo not drawn),17%,-4%,-13%,5%,4%,-1%,-0.4%,/,7,4%,/
CCCCN(CC)C(=O)Cc1ccccc1OC,-4%,9%,-7%,2%,1%,1%,-0.7%,-24%,21,3%,2
Cc1sc2nc(SCC(=O)NCCCO)n(-c3ccccc3)c(=O)c2c1C,-21%,5%,1%,0%,1%,2%,-0.7%,5%,7,/,-1
C[C@@H]1C(=O)O[C@H]2[C@H]1CC[C@@]1(C)C(=O)C=C[C@@](C)(O)[C@H]21,22%,?,0%,10%,4%,-3%,0.4%,/,-15,1%,5
Cc1ccc(-c2[nH]ncc2/C=N/n2c(COc3ccccc3)nc3ccccc3c2=O)cc1,-51%[inhibitor],1%,-1%,-4%,0%,-8%,-0.6%,-16%,0,0%,-4
CCc1ccc(OC)c(-c2csc(N)n2)c1,6%,?,-3%,3%,0%,2%,-0.7%,8%,-12,10%,0
COc1ccc(S(=O)(=O)N2CCC(C(=O)NC3(C)CCS(=O)(=O)C3)CC2)cc1OC (stereo not drawn),-2%,0%,-2%,-2%,4%,/,0.2%,/,1,/,/
COc1ccc(Cl)cc1-c1nc(SCC(=O)NC(C)C)n[nH]1,18%,11%,-5%,2%,6%,-2%,0.0%,8%,-12,-3%,3
CCOCc1nnc(NC(=O)c2cc(Cl)ccc2OC)s1,-11%,?,1%,-2%,?,-4%,0.7%,-1%,-13,-2%,2
COc1ccc(OCC(=O)NNC(=O)c2ccc3c(=O)n4c(nc3c2)CCC4)cc1,8%,10%,-1%,1%,-2%,-3%,0.1%,/,-12,6%,/
CCOC(=O)CNC(=O)N1CCC(CCOc2ccccc2)(C(=O)OCC)CC1,-1%,0%,0%,-1%,-4%,-2%,-0.5%,0%,-1,4%,5
COC(=O)C1C(=O)NCC1c1ccc(OC)cc1 (stereo not drawn),-8%,18%,-2%,-2%,1%,-1%,0.0%,/,1,-3%,2
CC(=C/c1ccccc1)/C=N/n1c(C)n[nH]c1=S,0%,?,0%,-6%,-7%,0%[11.5 µM],?,18%,-9,7%,-1
N#Cc1nc(-c2cccs2)oc1N1CCOCC1,0%,-13%,-1%,137%[activator],0%,1%,-0.2%,0%,-6,1%,3
CCOc1ccc(-n2c(SCc3cc(=O)oc4cc(C)c(C(C)C)cc34)nnc2-c2cccnc2)cc1,-2%,-18%,-2%,2%,0%,9%,-0.1%,-21%,-5,0%,0
CCOC(=O)c1n[nH]c(=O)c2ccccc12,-1%,0%,1%,3%,2%,-1%,-0.2%,-10%,20,9%,-3
O=C(N/C(=C/c1ccc([N+](=O)[O-])cc1)C(=O)N1CCOCC1)c1ccco1,4%,7%,1%,/,2%,-7%,3.4%,/,-10,-2%,/
COC(=O)N/N=C/c1cn(CCOc2ccccc2)c2ccccc12,-5%,?,-5%,-8%,-16%,-7%,-0.6%,/,16,4%,-1
COc1ccc(CCNC(=O)CCS(=O)(=O)c2ccc3c(c2)NC(=O)CS3)cc1OC,13%,-1%,-7%,2%,-3%,/,0.4%,/,-8,-6%,/
Cc1cc2nc(C)c3c(n2n1)CCC3,9%,3%,0%,10%,-1%,-3%,0.0%,4%,18,-2%,2
COCCOC(=O)C1=C(C)N=C2SCCC(=O)N2C1/C=C/c1ccccc1 (stereo not drawn),-4%,?,-1%,0%,-1%,-4%,-0.2%,-6%,-16,5%,0
O=C(CSc1nnc(CNC(=O)c2cccc(C(F)(F)F)c2)o1)NC1CCCC1,-15%,1%,/,-2%,-4%,5%,-0.4%,/,-14,-2%,/
CCCCC1=CC2=CC(=O)C(C)(OC(=O)CC)C(=O)C2=CN1Cc1ccccc1 (stereo not drawn),0%,5%,2%,21%,2%,-6%[11.5 µM],-0.5%,-12%[11.7 µM],11,3%,-1&-12
Cc1nn(CC(=O)N(C)C)c(C)c1S(=O)(=O)N1CCOCC1,-12%,3%,-1%,-1%,-3%,/,-0.3%,/,5,/,/

# Screens: PubChem, National Center for Advancing Translational Sciences (NCATS)
